NR2E3 ag-1 – activates human NR2E3 receptor. AID 602229. CHO-S Gal4-NCOR/VP16-NR2E3 two-hybrid, luciferase. inhibition of corepressor binding, % at 3.98 µM. actives 0.35% (n = 360,000);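 active means inhibition above the mean of all tested compounds plus 3 SD, cut at about 70% in these data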;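 further: 0% = DMSO with NR2E3 transfected cells and 100% = cells lacking NR2E3 construct; higher means lower luciferase signal from less NR2E3 corepressor binding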
Target sequence (Q9Y5X4 whole entry, looked up, the tested form may be a part): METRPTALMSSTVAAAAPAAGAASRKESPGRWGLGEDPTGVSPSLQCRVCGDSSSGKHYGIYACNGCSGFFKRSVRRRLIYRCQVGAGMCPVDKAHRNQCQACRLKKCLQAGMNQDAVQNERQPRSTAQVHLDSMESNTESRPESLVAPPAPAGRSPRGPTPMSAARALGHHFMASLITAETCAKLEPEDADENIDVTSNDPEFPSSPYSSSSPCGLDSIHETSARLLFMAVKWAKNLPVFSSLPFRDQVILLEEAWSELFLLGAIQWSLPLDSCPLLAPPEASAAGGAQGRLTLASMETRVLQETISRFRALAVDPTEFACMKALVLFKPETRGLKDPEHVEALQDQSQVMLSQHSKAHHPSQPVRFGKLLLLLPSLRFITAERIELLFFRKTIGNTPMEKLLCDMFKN
Shn3 3UTR inh – inhibitors of Schnurri-3 3'UTR reporter in osteoblasts; Clone20 osteoblast Shn3 3'UTR firefly luciferase, 24 h; inhibition, % at 12.5 µM; actives 0.52% (n = 360,000); AID 588674;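 active means mean inhibition of at least 75% with every replicate also reaching 75%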;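 further: 0% = median of neutral control wells and 100% = pilot-screen positive control compound; some compounds past the cut are filed as inactive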
MITF TRPM1 inh – reduces MITF-dependent TRPM1 promoter luciferase signal; actives 0.83% (n = 330,000); inhibition, % at 12.5 µM; SK-MEL-5 TRPM1 promoter luciferase, 24 h;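 active means mean inhibition across replicates of 60% or more, whatever share of single replicates reaches that level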; further: values of inactives mirror those of a sister screen read the other way
KKLEB cytotox – counter-screen for CF NF-kB inhibitors: cytotoxicity; actives 0.36% (n = 360,000); activity change (cytotoxicity), % at 5 µM; KKLEB CF airway cells viability, ATPlite luminescence, overnight; stronger effect = lower value; cells stimulated with P. aeruginosa culture filtrate;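 active means corrected activity change at or below -50% at 5 µM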
NR2E3 ag-2 – NR2E3 (human) agonism | actives 0.12% (n = 320,000) | AID 2300 | inhibition of corepressor binding, % at 4.78 µM | GST-NR2E3/biotin-RetCOR TR-FRET, 1536-well | Q9Y5X4;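 active means percent inhibition above the cutoff of mean plus 3 SD of all tested compounds, set per screening campaign, cut at about 20% in these data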;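 further: 0% = DMSO wells and 100% = biotin wells as full block of FRET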
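Test system: GST-NR2E3 and biotin-RetCOR proteins | Quantity: 1.35 nM GST-tagged NR2E3 final | Medium: Tris pH 7.5 | Also added: 7 nM biotin-RetCOR | Dosing: Compound at 4.8 µM, single dose | Timing: 5 h at 4 °C | Detection: Time-resolved FRET | Read-out basis: Percent inhibition | Benchmarks: Biotin wells as high control, 0.6% DMSO wells as low control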
TWEAK-Fn14 inh – blocks TWEAK-Fn14 interaction in a reporter cell assay; AID 1159606; actives 2% (n = 360,000); inhibition, % at 10 µM; TWEAK-stimulated Fn14 reporter cells, luciferase luminescence, 8 h; in the data active means inhibition above about 50%
Peg3 promoter – reduces Peg3 promoter-driven luciferase expression in HeLa | HeLa PEG-Prom luciferase reporter, luminescence, overnight | inhibition, % at 20 µM | actives 1.7% (n = 360,000) | AID 588405;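 active means inhibition of at least 50% at 20 µM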
TROY NFkB inh – TROY signaling inhibition. Q293 LMP1-TROYcd NF-kB luciferase reporter, 4 h. inhibition, % at 10 µM. actives 0.98% (n = 360,000). AID 1347056;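 active means compounds whose plate-normalised and pattern-corrected inhibition of the luciferase reporter signal at the single screening dose is 50% or more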
HIF-2a inh – blocks HIF-2a reporter activity; 786-0 RCC cells HIF-2a reporter, luciferase luminescence, overnight; inhibition, % at 18.8 µM; actives 0.72% (n = 360,000);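 active means inhibition of the luminescence signal of 40% or more relative to plate controls, in a single-dose primary screen at 18.75 µM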
CF NFkB block – blocks PAF-induced NF-kB reporter in cystic fibrosis cells; KKLEB NF-kB-GFP reporter, GFP fluorescence overnight; inhibition, % at 5 µM; actives 0.86% (n = 360,000); AID 588850;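 active means at least 50% inhibition at 5 µM, scaled per plate between neutral and stimulator controls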;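 further: PAF is a Pseudomonas aeruginosa culture filtrate used as stimulus; plate controls were PAF-stimulated DMSO wells for no effect and unstimulated DMSO wells for full effect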
TRAIL sens C8 – caspase-8 TRAIL sensitization. AID 624354. actives 1% (n = 360,000). inhibition (viability loss, TRAIL sensitization), % at 10 µM. NB7+C8 cells + TRAIL, ATPlite viability luminescence;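 active means compounds causing at least 50% loss of cell viability in the single-dose screen, relative to plate controls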
Numbers without * were called inactive; · = not tested or not shown. These rows are one share of the data, so the mix of outcomes need not match the whole.

Molecule	NR2E3 ag-1	Shn3 3UTR inh	MITF TRPM1 inh	KKLEB cytotox	NR2E3 ag-2	TWEAK-Fn14 inh	Peg3 promoter	TROY NFkB inh	HIF-2a inh	CF NFkB block	TRAIL sens C8
CC(=O)c1cccc(N/C=C\C(=O)c2ccc(C)cc2)c1	-110	-46	-64	-27	1	19	-149	-37	-133	-11	52*
O=C(Nc1ccc(Cl)cc1)Nc1ccccc1C(=O)NCc1ccco1	1	-13	-23	1	4	13	-130	-32	-95	4	-7
Cc1ccc2nc(-c3cccc(N)c3)[nH]c2c1	-124	2	14	0	-2	61*	-68	12	-20	12	68*
CS(=O)(=O)N1CCN(c2ccccc2NC(=O)c2ccc(-c3ccc(Cl)cc3Cl)o2)CC1	-41	2	-14	-4	0	21	8	11	-7	-1	23
CCc1c(C)c(C#N)c2nc3ccccc3n2c1NCC1CCCO1 (configuration not stated)	-7	12	6	-27	3	7	33	5	8	6	22
CCc1ccc(NC(=O)CSc2nc3c(c(=O)n(C)c(=O)n3C)n2C)cc1	-34	3	8	11	-1	1	3	-5	-2	-15	20
CCN(CC(=O)Nc1c(F)cccc1F)C(=O)c1ccc(N2C(=O)c3ccccc3C2=O)cc1	1	10	8	4	0	-22	5	2	9	-7	-7
CCCOc1ccc(C(=O)CCN2CCCCC2)cc1	11	13	2	11	-2	19	-12	-17	-7	-4	5
C/C(=N\NC(=O)c1c(C)nc2ccccn12)c1ccc(N2CCOCC2)cc1	-24	11	-3	14	-1	0	15	14	16	-9	-4
C/C(=N/NS(=O)(=O)c1ccc(F)cc1)c1ccncc1	-10	3	11	-3	-2	0	0	-8	18	8	-1
COc1ccccc1NC(=O)c1ccc(NC(=O)COC(=O)C2CCCO2)cc1 (configuration not stated)	-16	4	8	-10	·	3	-12	9	5	14	2
CN(C)c1cc(-c2ccc(Cl)cc2)oc(=O)c1Cl	-3	11	19	-3	2	-10	0	21	-18	-20	-13
O=C(c1cc(Cl)ccc1O)N1CCN(S(=O)(=O)Cc2ccccc2)CC1	6	16	0	2	·	19	15	-6	1	18	-1
CC1=CC2(C#N)C3(N=C(N)C2(C#N)C(c2ccccc2)N1)OCCO3 (configuration not stated)	-10	-12	4	-4	·	31	4	13	11	12	10
O=C(CNC(=O)c1cc2c(s1)CCC2)Nc1ccccc1Br	-39	-41	-29	2	1	-26	-93	-65	-160	6	4
CC1Cc2ccccc2N1C1=NS(=O)(=O)c2ccccc21 (configuration not stated)	-17	-16	-34	11	2	-9	-77	-36	-117	6	-11
COc1ccccc1-n1cnc2c(c1=O)c1nc3ccccc3nc1n2-c1ccc(C)c(C)c1	-13	3	-15	0	·	1	15	-2	0	-17	6
Cc1ccc(Nc2ncc(C(=O)NCCCN3CCN(C)CC3)c3ccccc23)cc1Cl	-31	22	-14	-2	3	-15	13	-12	7	19	4
Fc1cccc(Nc2nc3ccccc3n3nnnc23)c1	-23	-6	-2	-16	4	-43	-99	-2	-108	-8	-11
N/C(=N\NC(=O)c1cccc(F)c1)c1cc2ccccc2oc1=O	-23	·	-9	6	-2	-8	-36	-23	-40	-18	-8
CC(C)C(=O)N1CCC(n2nccc2NC(=O)CCOc2ccccc2)CC1	-38	1	-7	4	·	8	-30	-32	-34	7	-23
COc1cccc(NC(=O)N[C@@H](Cc2ccccc2)C(=O)O)c1	-3	19	-12	-9	2	0	3	1	8	-3	-6
C[C@H](NC(=O)c1nc[nH]c1C(=O)N(C)CCO)c1ccccc1	-1	-6	·	-27	·	39	6	-16	8	0	2
COc1ccc(C2OC(CCc3ccccc3)Cc3[nH]c(=S)[nH]c(=O)c32)cc1 (configuration not stated)	-19	·	·	·	·	-32	·	2	11	·	1
Cc1ccc2cc(CN(Cc3ccc(F)cc3)Cc3nnnn3C3CCCC3)c(=O)[nH]c2c1	1	17	-5	8	1	11	17	6	21	-14	-6
O=C1OC(=O)c2cc([N+](=O)[O-])ccc21	7	-4	-1	2	1	-4	13	3	5	-7	2
Cc1ccc(C(=O)Nc2c(C(=O)N3CCOCC3)cnn2-c2ccccc2)cc1	-15	-2	9	-9	-2	-8	-14	6	21	14	-10
C=CCn1c(-c2ccccc2)ccc(C#N)c1=O	-36	-3	-1	-18	-1	8	7	1	0	4	11
COc1cccc2cc(C(C)N(CCCN3CCOCC3)C(=S)Nc3cc(C)ccc3C)oc12 (configuration not stated)	-14	5	-2	-14	-2	3	-3	16	21	14	-8
CCC(=O)Nc1ccc(C(=O)OCC(=O)c2ccc(C)c([N+](=O)[O-])c2)cc1	12	12	1	-2	-3	1	-8	-3	14	2	2
O=C(O)c1cccc(N2CCCCS2(=O)=O)c1	3	-2	5	-3	-1	17	6	-2	13	12	1
CN(C)c1ncc(CN2CCC(C(=O)Nc3ccc(-n4cccn4)cc3)CC2)s1	11	-6	7	2	4	3	4	-2	9	-3	-4
O=S(=O)(c1cccc(Cl)c1)N1CCN(S(=O)(=O)c2ccc3c(c2)OCCO3)CC1	-6	5	·	1	·	7	15	14	10	8	-11
Cc1cc(C)nc(NN2C(=O)C=CC2=O)n1	-17	7	4	-7	-5	-4	4	-19	8	0	-5
O=C(O/N=C(/c1ccccc1)c1ccncc1)c1ccccc1[N+](=O)[O-]	-15	-17	11	5	6	-1	15	17	6	-11	-8
CCOC(=O)c1sc(NC(=O)CSc2nc(C)cc(C)c2C#N)c(C#N)c1C	-21	-10	10	-14	1	1	6	-5	10	22	-3
CCN(CC)S(=O)(=O)c1ccc(N2CCN(C)CC2)c(NC(=O)Nc2ccccc2F)c1	14	8	-14	1	2	6	-10	-5	-3	8	-6
CCN1CCN(C(=O)c2cc3c(-c4ccc(Cl)cc4)nn(C)c3s2)CC1	15	10	13	5	4	-56	20	-11	28	-29	6
O=C(O)Cn1c(=O)c2cccn2c2ccccc21	4	-15	-2	-4	2	4	-3	10	16	4	11
CC(=O)Oc1ccc2c(=O)c(Oc3ccccc3)coc2c1OC(C)=O	-15	17	4	18	0	-21	-8	-87	11	-12	-2
CC1CC(=O)Nc2ccccc2N1S(=O)(=O)c1ccc(C#N)cc1 (configuration not stated)	9	-4	12	6	1	23	2	1	16	-6	7
CCN(CC)S(=O)(=O)c1ccc(NC(=O)C2CCCN(C(=O)c3ccc(Cl)cc3)C2)cc1 (configuration not stated)	14	11	-2	8	2	15	3	3	22	2	6
COc1ccc(NC(=S)N(CCCN2CCN(C)CC2)Cc2cccs2)cc1	-13	4	14	4	2	23	1	-4	15	6	-1
Cc1ccc(-c2cc(-c3ccc(F)cc3)n[nH]2)c(O)c1	-153	-82	-31	0	·	-12	-265	-27	-282	-3	2
COc1ccc(CC(NC(C)=O)C(=O)NC2CCN(C(=O)c3ccc(OC)c(OC)c3)CC2)cc1OC (configuration not stated)	-25	-17	10	4	6	3	13	3	10	-29	-3
COc1cc(NC(=O)c2csc3c2CCCC3)ncn1	-114	-36	-9	-2	-1	5	-242	-33	-343	11	18
CC(C)(C)NC(=O)C1CCN(S(=O)(=O)c2cccc(C(F)(F)F)c2)CC1	-9	9	4	-2	2	16	15	-2	10	15	-5
COc1ccc(C(=O)NC(=O)Nc2ncccc2C)cc1	-31	-42	-50	12	-1	-6	-167	-10	-184	4	8
O=C(Nc1cccc2ccccc12)c1ccc2sc([C@@H]3O[C@H](CO)[C@H](O)[C@H](O)[C@H]3O)nc2c1	7	-6	·	8	·	6	-4	7	-4	17	-10
O=C(CSc1ccc(Cl)cc1)Nc1ccc(N2CCN(C(=O)c3ccco3)CC2)cc1	3	21	18	7	6	2	4	-26	6	4	4
Cc1c(/C=C/C(=O)c2ccc(C(C)C)cc2)cnn1C	-40	39	-36	-19	2	2	-217	-40	-244	-2	21
C[C@@H]1CN([C@H](C)CO)S(=O)(=O)c2ccc(Br)cc2O[C@@H]1CN(C)Cc1ccc(C(=O)O)cc1	-43	4	·	8	·	-1	3	-1	4	-12	1
CC(=O)N1CCc2cc(S(=O)(=O)CCC(=O)NCc3ccc(C)o3)ccc21	-8	-3	-8	20	4	0	12	11	3	0	-18
CCCCCC(=O)NNC(=S)NC(=O)c1ccccc1[N+](=O)[O-]	-25	9	-10	-10	6	14	9	-8	16	1	10
COc1ccc(N(Cc2cc3ccccc3[nH]c2=O)C(=O)C2CCCO2)cc1 (configuration not stated)	-5	-11	-2	-16	5	3	9	-7	-2	-2	-5
O=C(CC(C(=O)N1CCc2ccccc21)n1ccnc1)NCc1cccnc1 (configuration not stated)	-3	-12	5	4	2	-5	17	18	3	19	-1

Compound activity as filed in PubChem BioAssay.
